HTR2A ag – agonists of mouse serotonin 5-HT2A receptor (HTR2A). 360,000 compounds, 0.66% hits. P35363. AID 624169. activation, % at 7.6 µM. CHO-K1 mHTR2A beta-arrestin complementation, luminescence; percent of 30 µM serotonin response;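 active = activation above a run cutoff, the mean activation of all tested compounds plus 3 SD, cut at about 14% in these data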;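 also: 0% = plate median of compound wells and 100% = 30 µM serotonin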
PDI inh – blocks human protein disulfide isomerase activity | P07237 | PDI insulin aggregation turbidity, A650, 90 min | inhibition, % at 10 µM | 350,000 compounds, 0.052% hits | AID 588391;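 active = mean inhibition across replicates of 30% or more, whatever share of single replicates reach that level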;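 also: absorbance from insulin aggregation driven by PDI reduction with DTT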
Target sequence (P07237 whole entry, looked up): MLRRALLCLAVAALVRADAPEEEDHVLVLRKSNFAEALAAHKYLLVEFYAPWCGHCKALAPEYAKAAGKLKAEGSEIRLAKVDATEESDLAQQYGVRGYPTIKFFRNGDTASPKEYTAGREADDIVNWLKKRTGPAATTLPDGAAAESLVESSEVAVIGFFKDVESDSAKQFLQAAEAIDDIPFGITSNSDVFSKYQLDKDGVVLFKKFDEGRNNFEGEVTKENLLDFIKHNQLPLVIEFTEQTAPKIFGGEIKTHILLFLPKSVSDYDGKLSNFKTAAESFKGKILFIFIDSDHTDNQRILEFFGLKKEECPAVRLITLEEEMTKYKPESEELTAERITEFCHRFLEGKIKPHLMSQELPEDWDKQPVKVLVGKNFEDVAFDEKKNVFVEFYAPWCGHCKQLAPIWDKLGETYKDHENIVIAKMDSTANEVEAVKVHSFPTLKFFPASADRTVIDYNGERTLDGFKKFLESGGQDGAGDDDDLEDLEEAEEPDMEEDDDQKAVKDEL
NR2E3 ag-1 – activates human photoreceptor nuclear receptor NR2E3 | Q9Y5X4 | GST-NR2E3/biotin-RetCOR TR-FRET, 1536-well | inhibition of corepressor binding, % at 4.78 µM | 320,000 compounds, 0.12% hits | AID 2300;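 active = percent inhibition above the cutoff of mean plus 3 SD of all tested compounds, set per screening campaign, cut at about 20% in these data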;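 also: 0% = DMSO wells and 100% = biotin wells as full block of FRET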
Target sequence (Q9Y5X4 whole entry, looked up): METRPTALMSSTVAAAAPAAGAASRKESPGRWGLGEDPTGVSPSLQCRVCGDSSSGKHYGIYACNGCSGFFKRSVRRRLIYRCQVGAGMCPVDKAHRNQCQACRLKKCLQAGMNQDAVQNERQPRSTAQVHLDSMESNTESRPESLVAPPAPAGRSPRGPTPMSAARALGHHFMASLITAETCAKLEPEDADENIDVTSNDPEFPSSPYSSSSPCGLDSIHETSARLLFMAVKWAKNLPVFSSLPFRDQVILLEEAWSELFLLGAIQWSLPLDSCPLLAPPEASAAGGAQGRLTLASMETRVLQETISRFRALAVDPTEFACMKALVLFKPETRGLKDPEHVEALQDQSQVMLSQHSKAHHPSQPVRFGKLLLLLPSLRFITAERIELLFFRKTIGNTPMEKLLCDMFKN
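Material: NR2E3–RetCOR corepressor complex / Amount: 1.35 nM GST-NR2E3 / Medium: Tris pH 7.5 / Compound: single nominal compound dose of 4.8 µM / Incubation: 5 h at 4 °C / Technique: TR-FRET, Eu(K)-anti-GST donor, streptavidin-D2 acceptor, ex 340, em 617/671 nm / Read-out basis: percent loss of FRET ratio relative to control wells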
Cardio protect – modulators protecting cardiomyocytes from myocardial damage; H9c2 cardiomyocytes, H2O2 injury protection, ATPLite, 2 h; protection from H2O2 cell death, % at 20 µM; 360,000 compounds, 0.63% hits;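 active = compounds giving at least 50% protection of heart cells from peroxide-induced death in the single-dose screen, raw or plate-pattern-corrected value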;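 also: 0% = DMSO wells with peroxide and 100% = DMSO wells without peroxide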
CaV13 FRET inh – Disruptors of the CACNA1D IQ motif to Ca2+-dependent inactivation inhibitor domain association, primary screening, Förster resonance energy transfer in intact living …. 340,000 compounds, 0.098% hits. HEK cells, CFP/YFP FRET ICDI-IQ, plate reader, 10 min; percent FRET-ratio fall versus neutral wells. AID 743397. inhibition, % at 12.3 µM;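 active = mean replicate inhibition of at least 30% and at least 1% of replicates passing that level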;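 also: 0% = median of the neutral control wells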
MITF TRPM1 inh – inhibitors of MITF-driven TRPM1 promoter in melanoma cells. SK-MEL-5 TRPM1 promoter luciferase, 24 h. inhibition, % at 12.5 µM. 330,000 compounds, 0.83% hits. AID 488899;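 active = mean inhibition across replicates of 60% or more, whatever share of single replicates reaches that level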; also: values of inactives mirror those of a sister screen read the other way
HIF-2a block – HIF-2a inhibition; 786-0 RCC cells HIF-2a reporter, luciferase luminescence, overnight; inhibition, % at 18.8 µM; 360,000 compounds, 0.72% hits;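 active = inhibition of the luminescence signal of 40% or more relative to plate controls, in a single-dose primary screen at 18.75 µM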
Shn3 3UTR inh – reduces Shn3 3'UTR luciferase signal in osteoblasts; Clone20 osteoblast Shn3 3'UTR firefly luciferase, 24 h; inhibition, % at 12.5 µM; 360,000 compounds, 0.52% hits; AID 588674;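 active = mean inhibition of at least 75% with every replicate also reaching 75%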;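 also: 0% = median of neutral control wells and 100% = pilot-screen positive control compound; some compounds past the cut are filed as inactive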
hiPSC survival – increases survival of single human iPS cells. hiPSC single-cell survival, ATPlite luminescence; 100% = ROCK inhibitor wells, 0% = DMSO. survival enhancement, % at 20 µM. 360,000 compounds, 0.044% hits; in the data active = survival enhancement above about 18%;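 also: cells exposed to compounds for 16 hours before the ATP read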
Peg3 prom inh – inhibitors of Peg3 promoter | HeLa PEG-Prom luciferase reporter, luminescence, overnight | inhibition, % at 20 µM | 360,000 compounds, 1.7% hits | AID 588405;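 active = inhibition of at least 50% at 20 µM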
NR2E3 ag-2 – activates human NR2E3 receptor. AID 602229. Q9Y5X4. 360,000 compounds, 0.35% hits. CHO-S Gal4-NCOR/VP16-NR2E3 two-hybrid, luciferase. inhibition of corepressor binding, % at 3.98 µM;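 active = inhibition above the mean of all tested compounds plus 3 SD, cut at about 70% in these data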;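 also: 0% = DMSO with NR2E3 transfected cells and 100% = cells lacking NR2E3 construct; higher means lower luciferase signal from less NR2E3 corepressor binding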
* marks the source's active call; other numbers are inactive results; x = not tested or not shown.

Structure	HTR2A ag	PDI inh	NR2E3 ag-1	Cardio protect	CaV13 FRET inh	MITF TRPM1 inh	HIF-2a block	Shn3 3UTR inh	hiPSC survival	Peg3 prom inh	NR2E3 ag-2
Cc1ccc(C)c(S(=O)(=O)N2CCN(CC(=O)Nc3ccc4c(c3)OCCO4)CC2)c1	-6.0	5.6	2.6	1.9	-5.8	-10.8	10.7	-12.8	-1.2	19.1	2.0
Cc1c(CN2CCC(CO)(CC3CCCCO3)CC2)cnn1C (stereo not drawn)	-3.2	0.3	2.5	-1.0	-4.0	1.0	8.2	3.6	9.5	7.8	-20.9
NC(=O)CC(NC(=O)c1ccc(Br)cc1)c1ccc(NCc2ccc(F)cc2)c([N+](=O)[O-])c1 (stereo not drawn)	-8.3	-2.6	2.7	-3.4	-11.1	3.7	-1.2	4.6	0.8	37.1	-11.2
CCOC(=O)CNC(=O)C(CO)NC(=O)OCc1ccccc1 (stereo not drawn)	-1.2	-2.0	0.3	5.9	x	7.3	4.0	x	6.2	-1.5	-3.9
O=C(CNC(=O)c1ccco1)N=Nc1c(O)n(CCc2ccccc2)c2ccccc12	2.7	-2.8	-0.5	39.5	-2.4	x	-31.0	12.2	-0.4	8.0	-4.6
COc1ccc(N(C(=O)c2ccco2)S(=O)(=O)c2cc(Cl)c(Cl)cc2Cl)cc1	-0.4	1.4	-0.3	-12.8	-6.7	1.5	3.0	15.4	-2.7	16.9	-11.2
Cc1ccc2c(C(=O)CSc3ccccc3)c(C)[nH]c2c1	-3.6	-3.3	-5.6	0.3	-5.4	-27.6	-84.5	-33.8	-0.7	-74.8	-24.3
O=C(CSC1=NS(=O)(=O)c2ccccc2N1)Nc1cccc(F)c1	1.1	0.8	-5.0	0.1	-4.7	-10.1	5.2	5.8	0.3	-9.6	-13.4
COc1ccc(S(=O)Cc2ccc(C(=O)N3CCN(C(=O)c4ccco4)CC3)o2)cc1 (stereo not drawn)	-2.1	3.3	0.5	8.8	-3.0	-11.7	1.9	-5.7	-0.4	20.9	-12.9
Cc1nc2ccccc2c(=O)n1NC(=O)c1ccccc1[N+](=O)[O-]	1.0	-4.4	3.7	8.8	3.1	-1.2	3.4	-8.0	-1.2	2.3	-24.4
CN(Cc1ccccc1)CC(O)COc1ccc(CNCc2nccn2C)cc1 (stereo not drawn)	-5.6	1.6	7.1	12.7	-4.3	3.2	14.0	4.8	0.7	3.5	3.2
CCC(C)(C)C1CCC2(CC1)NC(=O)N(CC(=O)NCCc1ccc(OC)c(OC)c1)C2=O (stereo not drawn)	8.7	4.2	0.5	-12.8	-2.8	11.9	11.7	22.1	0.1	8.5	-5.8
CN1CCC(N(C)S(=O)(=O)c2ccc(C(C)(C)C)cc2)CC1	-9.3	-10.0	2.0	7.1	-2.1	0.6	17.6	7.6	-0.2	2.5	6.4
O=S(=O)(Nc1cccnc1)c1cccc(Cl)c1	2.2	-5.9	2.0	1.4	-3.5	4.4	-6.8	8.7	0.1	21.6	-1.1
O=C(COC(=O)c1ccc2c(c1)OCCO2)Nc1ccc(F)cc1	-7.5	-0.3	x	-7.6	-4.5	0.8	-8.0	-18.2	0.0	-8.3	-12.2
O=C(Nc1cccc(S(=O)(=O)N2CCOCC2)c1)c1cn(-c2ccccc2)nc1-c1ccccc1	-0.7	-11.8	4.5	2.6	-3.4	-27.3	19.9	-9.5	-0.7	25.6	-0.2
Cc1ccc(C(=O)NC2CC3CCC(C2)N3Cc2ccco2)cc1 (stereo not drawn)	-4.8	-6.2	2.0	2.5	-3.4	3.6	4.8	-2.5	-0.9	20.4	-30.9
COc1ccc(CN2CC(C(=O)NCCCN3CCOCC3)CC2=O)cc1 (stereo not drawn)	5.8	2.9	2.8	4.4	x	-0.5	12.3	-19.9	6.2	5.2	-13.9
CN(CC(=O)Nc1ccccc1Br)C(=O)CNC(=O)c1ccco1	1.0	0.2	-4.5	2.9	-4.9	9.6	15.9	-1.4	-0.3	4.0	11.1
CC(=O)c1cccc(CN2CCN(CC(C)C)C(CCO)C2)c1 (stereo not drawn)	9.3	-21.6	0.0	3.0	-3.6	10.0	13.7	11.4	-1.2	14.6	0.4
COc1ccc(C(=O)NC(C)(C)C)cc1S(=O)(=O)N1CCCC1	0.0	-11.1	-0.4	-0.4	-7.4	1.4	10.2	-2.5	-2.1	12.3	-25.0
O=C(CN(Cc1ccco1)C(=O)c1ccc([N+](=O)[O-])cc1)Nc1ccccc1C(F)(F)F	-5.4	6.3	1.8	4.9	-2.0	-3.9	-3.8	2.4	-0.3	18.4	-11.7
N#Cc1ccc(OCC(=O)NCC2COc3ccccc3O2)cc1 (stereo not drawn)	-4.4	0.9	0.6	-2.3	-6.2	5.2	7.7	-7.8	0.1	8.0	-21.7
Cc1ccc(NC(=O)C2CCCN(S(=O)(=O)c3cnc[nH]3)C2)cc1C (stereo not drawn)	-2.2	-0.4	3.0	-5.2	8.8	3.0	0.3	-5.2	-1.3	6.8	-10.0
c1ccc2c(c1)CCN(C1=Nc3cccc4cccc1c34)C2	-4.6	0.9	x	-15.6	-84.1	-71.2	-264.1	-25.9	-2.6	-231.9	-119.8
COc1ccc(C(c2sc3nc(C)nn3c2O)N2CCN(CCO)CC2)cc1OC (stereo not drawn)	-4.3	x	1.1	-4.1	-6.8	5.6	-8.2	-15.4	2.0	-23.4	-3.1
CN(C)CCCNC(=O)C(=O)Nc1ccc2c(c1)N(S(=O)(=O)c1cccs1)CCC2	-5.1	3.1	-1.9	7.7	-6.2	-15.1	20.2	0.6	-0.4	-2.2	-24.0
O=C(Nc1cc(C(F)(F)F)cc(C(F)(F)F)c1)[C@H]1O[C@@H](n2ccc(=O)[nH]c2=O)[C@H](O)[C@@H]1O	-0.2	x	x	4.8	-3.3	x	12.9	-0.1	2.0	7.0	-6.4
Cc1cc(C(=O)NC2CCCCC2)on1	5.9	1.5	1.9	0.3	-4.4	-5.6	8.3	-13.2	-0.3	8.6	-14.7
CC1(C)CCc2cc(-c3ccn(S(=O)(=O)c4ccccc4Cl)n3)ccc2O1	2.7	2.9	-1.8	-7.5	-4.7	x	-137.6	-6.9	-0.1	-46.5	-16.4
O=C(Cc1ccccc1[N+](=O)[O-])NC1CC2CCC1C2 (stereo not drawn)	-5.4	7.3	-5.2	-7.4	-6.5	-11.2	3.8	-7.5	1.0	-3.8	2.1
COCCN(C(=S)Nc1ccc(C)cc1)C(C)c1ccco1 (stereo not drawn)	0.4	-4.1	0.3	-7.6	0.2	1.6	-32.7	-14.2	0.0	-7.5	-13.5
S=c1[nH]c2ccccc2n2cccc12	-1.6	14.7	29.3*	9.0	-5.0	6.7	15.6	-2.7	-0.5	-1.6	-13.0
COc1ccccc1OCCNC(=O)c1cc(C2CC2)nc2c1cnn2C(C)C	-4.3	-30.6	0.7	6.1	-4.6	5.4	17.4	-10.0	0.9	1.7	-2.7
CSc1nsc(SCC(=O)Nc2ccccc2C(=O)O)n1	0.7	1.6	5.7	0.5	-4.5	5.9	-43.3	8.5	-0.6	-27.2	-29.9
CCC1(c2ccc(F)cc2)NC(=O)N(CC(=O)Nc2ccc(S(N)(=O)=O)cc2)C1=O (stereo not drawn)	-0.5	-0.8	2.8	0.7	-6.5	3.4	17.2	-0.4	0.6	-10.8	-4.2
CCOC(=O)N1CC=C2C(C#N)=C(N)C(C#N)(C#N)[C@H](c3ccsc3)[C@H]2C1	4.6	4.6	-1.2	8.9	-4.8	8.9	-7.1	2.8	0.1	-1.8	-11.3
O=C(COC(=O)/C=C/c1ccc([N+](=O)[O-])cc1)NCc1ccco1	-2.4	-4.6	2.3	1.3	-1.9	-12.2	5.6	5.7	0.2	-7.2	-0.2
CCOc1ccc(-c2nnc(-c3cccs3)o2)cc1OCC	-0.6	-6.6	1.4	8.5	-6.3	-63.1	-264.6	-10.9	-1.8	-250.1	-79.2
C[C@H](CO)N1C[C@H](C)[C@@H](CN(C)S(=O)(=O)c2ccccc2)Oc2c(NC(=O)Nc3ccc4c(c3)OCO4)cccc2C1=O	1.2	11.6	x	15.6	-7.3	-7.8	-5.8	15.6	-0.3	-8.8	-7.9
CSc1nc(-c2ccco2)nn1S(=O)(=O)c1ccc(C)cc1	1.0	x	0.9	5.4	-11.2	1.4	6.3	-18.3	4.2	-10.3	-4.3
CC1=CC2=NC(=O)/C(=C\c3cccn3CCOc3ccccc3C)C(=N)N2O1	-6.5	-15.3	2.7	6.7	-5.5	-21.1	20.9	-68.4	0.5	37.3	17.0
Cc1ccc(C(=O)N/C(=C\c2ccc(C)o2)C(=O)O)cc1	-0.4	5.2	2.5	3.9	-2.6	-10.6	3.4	12.8	1.2	10.6	-22.2
O=C(c1ccco1)N1CCN(C(=O)c2cccc3c2C(=O)N(C2CCCCC2)C3)CC1	2.3	3.4	-2.7	11.7	-2.6	1.3	7.5	-1.4	-1.5	8.3	12.5
COc1cccc(C2CC(c3cccc(C)c3)n3ncnc3N2)c1 (stereo not drawn)	1.8	x	-1.6	-7.8	-9.4	-4.5	8.5	0.0	-2.3	10.0	16.6
CCOc1cc(/C=N/n2c(C)nnc2C)ccc1O	-1.2	-48.9	2.3	2.9	-3.2	28.0	17.2	18.8	0.3	-5.0	-6.2
O=C(Nc1ccccc1)OCCNC(=O)c1cccc(Cl)c1	4.0	-1.4	-0.3	-23.6	x	-19.5	-106.7	4.1	-2.0	-77.7	-14.7
CCOc1cc(/C=N/NC(=O)CN2CCCCC2)ccc1OCc1cccc(Cl)c1	-7.5	2.8	1.4	6.0	-2.4	-1.6	16.3	-5.1	-0.5	15.7	-5.2
CC1CCCN(C(=O)COC(=O)c2cc(Br)ccc2O)C1 (stereo not drawn)	0.8	-3.8	x	-1.5	-2.7	-13.8	-1.6	-40.9	0.0	-21.8	-8.3
CCOC(=O)CCn1cnc2ccc([N+](=O)[O-])cc2c1=O	-0.9	-6.0	0.4	0.9	-14.5	-6.3	9.2	8.1	0.3	4.3	4.1
COc1ccccc1CNC(=O)C(CCSC)NC(=O)c1cccc(S(=O)(=O)N2CCOCC2)c1 (stereo not drawn)	-1.8	-19.0	x	1.9	-5.6	-2.8	-11.4	24.0	0.1	2.7	-2.8

Compound activity: PubChem BioAssay, several laboratories
